CHT block = human CHT choline transport inhibition; AID 488975; CHT-expressing cells, membrane potential dye, choline response; stronger effect = lower value; Q9GZV3; hit rate 0.86% among 310,000; B-score at 10 µM;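 active = B-score over 3 SD under the library average, and starting fluorescence ratio not unusually high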;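 also: choline stimulus applied at its EC90 after an EC20 pre-addition; B-score computed on integrated fluorescence ratio after choline addition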
Target sequence (Q9GZV3 whole entry, looked up): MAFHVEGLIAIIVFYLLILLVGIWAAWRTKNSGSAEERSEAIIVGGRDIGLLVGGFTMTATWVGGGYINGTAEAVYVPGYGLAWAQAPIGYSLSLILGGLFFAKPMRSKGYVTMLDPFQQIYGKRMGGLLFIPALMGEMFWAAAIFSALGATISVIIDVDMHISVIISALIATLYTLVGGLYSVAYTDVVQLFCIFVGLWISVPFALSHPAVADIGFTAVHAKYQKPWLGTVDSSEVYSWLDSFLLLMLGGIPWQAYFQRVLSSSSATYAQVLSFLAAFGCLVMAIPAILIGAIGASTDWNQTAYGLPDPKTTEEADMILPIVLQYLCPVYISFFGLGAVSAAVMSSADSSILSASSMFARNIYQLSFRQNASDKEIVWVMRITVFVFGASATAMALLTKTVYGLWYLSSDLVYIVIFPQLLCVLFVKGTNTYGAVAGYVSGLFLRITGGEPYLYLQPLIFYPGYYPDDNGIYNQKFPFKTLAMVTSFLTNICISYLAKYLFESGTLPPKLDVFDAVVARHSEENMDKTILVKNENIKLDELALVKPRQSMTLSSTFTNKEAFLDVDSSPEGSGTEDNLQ
CHT allo act = allosterically activates the human high affinity choline transporter; AID 488977; hit rate 0.49% among 310,000; Q9GZV3; B-score at 10 µM; CHT-expressing cells, membrane potential dye, choline EC20; stronger effect = higher value; LV-AA mutant CHT in HEK293 cells;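 active = initial fluorescence not abnormally high and integrated response B-score, plate-corrected, over 3 SD above library mean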
* hit, by the source's call; i = inactive.

SMILES | CHT block | CHT allo act
Cc1cc(C)c(OCC(=O)Nc2cccc(O)c2)cc1C | i | i
O=C(COc1ccccc1)NCC(c1cccs1)N1CCOCC1 (stereo unspecified) | i | i
NC(=O)c1sc(-c2ccsc2)cc1NS(=O)(=O)c1ccc(C(F)(F)F)cc1 | -6.9* | i
O=C(NNc1ccnc2cc(Cl)ccc12)C1CCCCC1 | i | i
Cc1cccc(C(=O)NCc2nnc(SCC(=O)NC3CCCC3)n2C)c1 | i | i
CCc1ccc2nc3sc(C(=O)O)cc3cc2c1 | i | i
Cc1ccc(SCC(=O)NCCSCc2ccccc2)cc1 | i | i
N/C(=N\OC(=O)C1CCCCC1)c1cccc([N+](=O)[O-])c1 | i | i
Cc1occc1C(=O)N/N=C/C(Br)=C/c1ccccc1 | i | i
O=C(CN(Cc1cccs1)S(=O)(=O)c1ccc(S(=O)(=O)N2CCCCC2)cc1)Nc1ccccc1 | i | i
Cc1ccccc1/C=N/n1c(C2CCCCC2)n[nH]c1=S | i | i
CCOC(=O)[C@@H]1[C@H]2COc3ccc(Br)cc3[C@H]2N2C(=O)N(c3ccc(F)cc3)C(=O)[C@@]12C | i | i
C=C(Cl)COc1ccc2c(CC)cc(=O)oc2c1 | i | i
C/C(=N\NC(=O)c1cc(C2CC2)nc2ccccc12)c1ccc(C)s1 | i | i
CC1Cc2ccccc2C(CCc2ccccc2)=N1 (stereo unspecified) | i | i
O=C(c1cccs1)N1CCN(S(=O)(=O)N2CCOCC2)CC1 | i | i
Cc1ccc(-c2noc(-c3cc(C(C)(C)C)nn3Cc3ccccc3)n2)cc1 | i | i
CCN(Cc1ccccc1)C(=O)CCS(=O)(=O)c1ccc2c(c1)CCN2C(C)=O | i | i
O=C(Nc1ccc(Br)cc1)c1cccc(OC(=S)N2CCOCC2)c1 | i | i
CC1=C(C(=O)NCCN2CCN(C)CC2)C2(CCC(C)CC2)OC1=O (stereo unspecified) | i | i
O=C(CNCc1ccccn1)Nc1cc(S(=O)(=O)N2CCCCC2)ccc1Cl | i | i
C=CCNC(=O)/C(C#N)=C/c1ccc(C)o1 | i | i
O=C(O)CN1C(=O)/C(=C\C(Br)=C\c2ccccc2)SC1=S | i | i
CCCC(=O)Nc1ccc(NC(=O)c2cccs2)cn1 | i | i
Cc1ccc(N(c2ncnc(N)c2[N+](=O)[O-])C2CCCCC2)cc1 | i | i
CN1C(=O)N(C)C2C1N(C)S(=O)(=O)N2C (stereo unspecified) | i | i
C(=N\N1CCN(c2ccccc2)CC1)/c1ccccc1 | i | i
COc1ccccc1NC(=O)CCC(=O)O | i | i
Cc1cccc(C)c1NC(=O)C1CCCN1S(=O)(=O)c1ccccc1 (stereo unspecified) | i | i
COc1cccc(OC(C)c2ccnc3nc(/N=C/N(C)C)nn23)c1 (stereo unspecified) | i | i
O=C(NCc1ccccc1)NC1(C(=O)N2CCN3CCCC3C2)CCCCC1 (stereo unspecified) | i | i
Cc1cc(C(=O)NC2CC(C)(C)Cc3c2cnn3-c2ccccc2)n(C)n1 (stereo unspecified) | i | i
CC(=O)Nc1ccc(S(=O)(=O)N2CCC3(CC2)CC(=O)c2ccccc2O3)cc1 | i | i
CC(C)OP(=O)(c1ccc(N(C)C)cc1)C(O)c1c(Cl)cccc1Cl (stereo unspecified) | i | i
Cn1c(N)nc2ccccc2c1=O | i | i
Cc1cccc(NC(=O)CSc2nc(NS(=O)(=O)c3ccccc3)cc(=O)[nH]2)c1 | i | i
N#Cc1cc(-c2ccc(Cl)cc2)cn(Cc2c(Cl)cccc2Cl)c1=O | i | i
O=S1(=O)CC(NCc2ccccc2)C(Nc2ccccc2)C1 (stereo unspecified) | i | i
Cc1cc(=O)n2[nH]c(-c3cccc(Cl)c3)cc2n1 | i | i
COc1cc(C(=O)Nc2ccncc2)cc(OC)c1OC | i | i
COc1cccc(-c2nc(NCc3ccccc3)c3ccccc3n2)c1O | i | i
Cc1ccc(/C=C2/SC(=S)N(CCCC(=O)Nc3cc([N+](=O)[O-])ccc3O)C2=O)cc1 | i | i
Fc1ccc(C2c3[nH]c4ccccc4c3CCN2CCCn2cccn2)cc1 (stereo unspecified) | i | i
O=C(NCC1CCCO1)Nc1ccccc1 (stereo unspecified) | i | i
Cc1c(C(=O)NNC(=S)NCc2ccc(Cl)cc2)oc2ccccc12 | i | i
COc1ccc(-c2noc(C3CCCN(S(=O)(=O)c4cccc(Cl)c4)C3)n2)cc1OC (stereo unspecified) | i | i
COCCNC(=O)c1onc(CSc2ccc(Cl)cc2)c1C(=O)O | i | i
Cc1ccc(OCc2ccc(C(=O)Nc3c(C)nn(Cc4c(F)c(F)c(F)c(F)c4F)c3C)o2)c([N+](=O)[O-])c1 | i | i
CCOC(=O)C1=C(O)/C(=C\c2ccc(OC)c(OC)c2)N=C1C | i | i
O=C(Nc1ccc(S(=O)(=O)NCC2CCCO2)cc1)c1ccc(F)cc1 (stereo unspecified) | i | i
Remaining list, next part:
SMILES | CHT block | CHT allo act
COc1cccc(NC(=O)c2oc3ccccc3c2NC(=O)C(C)(C)C)c1 | i | i
CC(C)(C)c1ccc(-c2nc(N)nc(N)n2)cc1 | i | i
CSCCC(NC(=O)c1ccc(Cl)cc1)C(=O)NC(C)(C)C (stereo unspecified) | i | i
C=CCn1c(NCCOC)nc2c1c(=O)n(C)c(=O)n2C | i | i
NC(=O)c1c(NC(=O)COC(=O)CSc2nnc(-c3ccc(Cl)cc3)o2)sc2c1CCC2 | i | i
O=C(c1ccc2c(=O)n(Cc3ccc4c(c3)OCO4)c(=O)[nH]c2c1)N1CCN(c2ccccc2)CC1 | i | i
Cc1ccc(NC(=O)CN2CCOCC2)c(Br)c1 | i | i
Clc1cccc(-c2nc(NCc3cccnc3)c3ccccc3n2)c1 | i | i
Cc1nc2cc(C)c(C)cc2s1 | i | i
COc1ccc(/C=C(/NC(=O)c2cccs2)C(=O)N2CCOCC2)cc1OC | i | i

The list goes on, starting with the last 3 of the part before.
SMILES | CHT block | CHT allo act
Clc1cccc(-c2nc(NCc3cccnc3)c3ccccc3n2)c1 | i | i
Cc1nc2cc(C)c(C)cc2s1 | i | i
COc1ccc(/C=C(/NC(=O)c2cccs2)C(=O)N2CCOCC2)cc1OC | i | i
CCCCOc1ccc(C(=O)Nc2ccc3c(c2)OCO3)cc1 | i | i
Cc1cccc(Cn2c(Cc3ccccc3)nc3ccccc32)c1 | i | 9.8*
CCCCN1C(=O)CC(C(=O)O)C1c1ccc(OC)cc1 (stereo unspecified) | i | i
COc1ccccc1C(=O)N/N=C/c1ccc2c(c1)OCO2 | i | i
CCOc1ccccc1NC(=O)CCNS(=O)(=O)c1ccccc1 | i | i
Oc1ccc2cccnc2c1 | i | i
Cc1cc(C(=O)COC(=O)c2cccnc2Cl)c(C)n1CC1CCCO1 (stereo unspecified) | i | i
CSc1ncccc1C(=O)OCC(=O)NC(=O)NCCC(C)C | i | i
CCN(CC)C(=O)CSc1nc(Cc2ccccc2)nc2ccccc12 | i | i
CCn1cc(C(=O)NCC2CCCO2)c2cc(OC)c(OC)cc2c1=O (stereo unspecified) | i | i
O=C(CSCc1ccccc1Cl)N1CCN(c2ccccn2)CC1 | i | i
COC(=O)[C@H](CC(C)C)NC(=O)Nc1ccccc1F | i | i
CC(C)c1ccc(OCC(=O)Nc2cccc(C(=O)Nc3ccccc3C(=O)O)c2)cc1 | i | i
CCN(CC)c1ccc(C(=S)NC2CCCCC2)cc1 | i | i
Cc1cccc(NC(=O)c2ccc(-n3cccn3)c([N+](=O)[O-])c2)c1 | i | i
Cc1cc(C)nc(N/N=C2/CCSc3ccc(F)cc32)n1 | i | i
COc1ccc(CN2CCNC(=O)C2CC(=O)N(C)Cc2nonc2C)c(F)c1 (stereo unspecified) | i | i
COc1ccc(C2=NOC(C(=O)NCc3cccs3)C2)cc1OC (stereo unspecified) | i | i
COc1ccccc1N1CCN(C(=O)c2cc(=O)c3cc(C)ccc3o2)CC1 | i | i
Cc1ccc(C2Cc3cc(O)c(O)cc3CN2)cc1 (stereo unspecified) | i | i
CCn1cc(C(=O)NCCC2=CCCCC2)c(=O)c2cc(S(=O)(=O)N(C)C)ccc21 | i | i
Cc1ccc(SCC(=O)NN2C(=O)c3ccccc3C2=O)cc1 | i | i
CCCCCc1ccc(-c2cn(Cc3ccc(C)cc3)nn2)cc1 | i | i
CCOC(=O)C1CCCN(Cc2sccc2C)C1 (stereo unspecified) | i | i
Cc1ccccc1-n1c(N)c(C(=O)Nc2ccc(F)cc2)sc1=S | i | i
COc1ccccc1NC(=O)Cn1c(CN2CCCCC2)nc2ccccc2c1=O | i | i
O=C(Nc1ccc(N2CCCC(O)C2)cc1)c1snc2c(=O)[nH]cnc12 (stereo unspecified) | i | i
CCc1nn(-c2ccccc2)c2c1-c1cc(OC)c(OC)cc1C1(N2)C(=O)Nc2ccccc21 (stereo unspecified) | i | i
Cc1cc2c3c([nH]c2cc1S(=O)(=O)NCCCOC(C)C)CC(C)(C)CC3=O | i | i
COc1ccc(-c2nnc(SC)o2)c(OC)c1 | i | i
O=C(CSc1nnc2scc(-c3ccccc3)n12)NCc1ccco1 | i | i
CCOC(=O)C1CCN(C(=O)CC(NS(=O)(=O)c2ccc(OC)cc2)C(C)C)CC1 (stereo unspecified) | i | i
CCN(Cc1ccccc1)C(=O)COC(=O)c1cc(=O)[nH]c2ccccc12 | i | i
CC(C)CNc1cc(=O)n(C)c(=O)n1C | i | i
COc1ccc2[nH]c(C(=O)O)c(NC(=O)c3cc(OC)c(OC)c(OC)c3)c2c1 | i | i
O=C(OCC(=O)N1CCN(c2ccccc2)CC1)C1=COCCO1 | i | i
CC(=O)NCCn1c(SCc2cc(F)ccc2F)nc2ccccc2c1=O | i | i
CCCNC(=O)CC1Sc2ccccc2NC1=O (stereo unspecified) | i | i
CC(C)c1cc(CNC(=O)C2CCC(=O)N(CCc3ccc(Cl)cc3)C2)on1 (stereo unspecified) | i | i
CC(=O)c1ccc(NC(=O)CSc2nnc(-c3ccco3)c(-c3ccco3)n2)cc1 | i | i

Filtered by structure, the compounds so far containing an NH in an aromatic ring
SMILES | CHT block | CHT allo act
Cc1ccccc1/C=N/n1c(C2CCCCC2)n[nH]c1=S | i | i
Cc1cccc(NC(=O)CSc2nc(NS(=O)(=O)c3ccccc3)cc(=O)[nH]2)c1 | i | i
Cc1cc(=O)n2[nH]c(-c3cccc(Cl)c3)cc2n1 | i | i
Fc1ccc(C2c3[nH]c4ccccc4c3CCN2CCCn2cccn2)cc1 (stereo unspecified) | i | i
O=C(c1ccc2c(=O)n(Cc3ccc4c(c3)OCO4)c(=O)[nH]c2c1)N1CCN(c2ccccc2)CC1 | i | i
O=C(Nc1ccc(N2CCCC(O)C2)cc1)c1snc2c(=O)[nH]cnc12 (stereo unspecified) | i | i
Cc1cc2c3c([nH]c2cc1S(=O)(=O)NCCCOC(C)C)CC(C)(C)CC3=O | i | i
CCN(Cc1ccccc1)C(=O)COC(=O)c1cc(=O)[nH]c2ccccc12 | i | i
COc1ccc2[nH]c(C(=O)O)c(NC(=O)c3cc(OC)c(OC)c(OC)c3)c2c1 | i | i

Next compounds:
SMILES | CHT block | CHT allo act
CCOC(=O)c1c(NC(=O)C2C3CCC(O3)C2C(=O)O)sc2c1CCCC2 (stereo unspecified) | i | i
O=C(Nc1ncnc2c1CCC2)C12CC3CC(CC(C3)C1)C2 | i | i
CCCC(C)NC(=O)c1ccc2[nH]c3c(c2c1)CC(C)CC3 (stereo unspecified) | i | i
Cc1ccc(C2=NOC(C)(c3nnc(-c4ccc(F)cc4)o3)C2)cc1 (stereo unspecified) | i | i
CCc1nnc(NC(=O)C2CCCN2C(=O)Nc2ccccc2OC)s1 (stereo unspecified) | i | i
CC(NC(=O)c1cc(=O)[nH]c2ccccc12)c1ccc(F)cc1F (stereo unspecified) | i | i
COc1ccc(C)cc1NC(=O)COCC(=O)O | i | i
Cc1ccc(OCCN(C)C(=O)C2CCC(=O)N(Cc3ccccc3F)C2)cc1 (stereo unspecified) | i | i
CC1CCCN(CCCNC(=O)CN2C(=O)COc3ccccc32)C1 (stereo unspecified) | i | i
Cc1ccccc1OCC(O)CN1CCN(c2ccc(Cl)cc2)CC1 (stereo unspecified) | i | i

One compound at a time, as listed above.
CCCC(C)NC(=O)c1ccc2[nH]c3c(c2c1)CC(C)CC3 (stereo unspecified) as listed: CHT block = i; CHT allo act = i
CCc1nnc(NC(=O)C2CCCN2C(=O)Nc2ccccc2OC)s1 (stereo unspecified) as listed: CHT block = i; CHT allo act = i
Cc1ccc(OCCN(C)C(=O)C2CCC(=O)N(Cc3ccccc3F)C2)cc1 (stereo unspecified) as listed: CHT block = i; CHT allo act = i

Going on with the list:
SMILES | CHT block | CHT allo act
COc1ccccc1-n1c(SCC(=O)Nc2ccc(C)cc2)nc(O)cc1=O | i | i
Cc1ncc(CO)c2c1Oc1nc(-c3ccccc3)nc(SCC(=O)Nc3cccc(O)c3)c1C2 | i | i
CCn1c(=O)c(C(=O)NCCc2ccc(Cl)cc2)c(O)c2ccccc21 | i | i
O=C(CSc1nnc(CN2CCOCC2)n1-c1ccccc1)N1CCc2ccccc21 | i | i
COc1cc(NC(=O)COC(=O)c2ccccc2F)cc(OC)c1 | i | i
Cc1ccccc1NS(=O)(=O)c1ccc2c(c1)oc(=O)n2C | i | i
Cc1ccc(N2C(=O)C(CC(=O)Nc3cccc(F)c3)N(CCc3ccncc3)C2=O)cc1 (stereo unspecified) | i | i
O=C(CCC(=O)N1CCN(c2ccc(F)cc2)CC1)c1ccc(F)cc1 | i | i
Cc1cc(C(=O)OCC(=O)N(CC(C)C)c2c(N)n(Cc3ccccc3)c(=O)[nH]c2=O)c(C)o1 | i | i
COc1ccc(CC(NC(C)=O)C(=O)NC2CCN(S(=O)(=O)c3ccc(NC(C)=O)cc3)CC2)c(OC)c1 (stereo unspecified) | i | i
COc1ccc(OCc2cc(C(=O)NCc3nc(C)cs3)no2)c(Cl)c1 | i | i
O=C(c1ccccc1)c1ccc2c(c1)OCCCO2 | i | i
CN(C)c1ccc(NC(=O)CN2CCN(S(=O)(=O)c3cc(Cl)ccc3Cl)CC2)cc1 | i | i

Compound activity: PubChem BioAssay, Johns Hopkins Ion Channel Center
